West Nile antiviral: West Nile virus antiviral activity, cell-based, CPE readout (AID 1621) | West Nile virus-infected cells, CPE inhibition; higher % means a stronger effect | 290,000 compounds, 0.02% hits | one-dose CPE inhibition, % at 10 µM; IC50 in µM for titrated hits; in the data active = a potency from the dose series; also: strong numbers were not always called active
KOR beta-arrestin-1: kappa opioid receptor activators – cell-based, luminescence, uHTS, primary screen (AID 1777) | KOR beta-arrestin recruitment, luminescence; higher % means a stronger effect | 280,000 compounds, 0.02% hits | one-dose activation, % at 10 µM; EC50 in µM for titrated hits; in the data active = activation above about 50%, passing the limit was not always enough; also: a part of the inactive calls stands beside numbers as strong as those of hits
AID2073: disruptors of CaV2.2 binding to Mint1 – biochemical, HTRF (AID 2073). HTRF protein-protein interaction, Mint1-CaV2.2; higher % means a stronger effect. inhibition, % at 20 µM, or IC50 in µM where a hit was titrated. 290,000 compounds, 0.19% hits; in the data active = inhibition mostly above about 51%, no sharp cut-off; also: some results filed as inactive read as strong as hits
Yfh1-off respiration: mitochondrial function rescue without frataxin homolog – Friedreich's ataxia, plus single-dose screen, dose response (AID 1465); S. cerevisiae Yfh1-off respiration, WST-1 reduction, 72 h; higher fold induction means a stronger effect; fold induction at 50 µM; hits with a dose series show EC50 in µM; 220,000 compounds, 0.074% hits;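 active = fold induction of absorbance versus untreated yeast above a set limit, then at least 30% activation at any dose in follow-up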;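 also: activators that raise dye reduction in frataxin-depleted yeast; strong numbers were not always called active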
KOR beta-arrestin-2: kappa opioid receptor blockers – cell-based, luminescence, uHTS (AID 1778) | KOR beta-arrestin recruitment, luminescence, antagonist mode; higher % means a stronger effect | inhibition, % at 10 µM; hits with a dose series show IC50 in µM | 290,000 compounds, 0.091% hits; also: strong numbers were not always called active
NOD1 NF-kB reporter: inhibition of NOD1-driven NF-kB reporter – cell-based, luminescence, uHTS, primary screen (AID 1578). NOD1-driven NF-kB luciferase reporter cells, luminescence; higher % means a stronger effect. one-dose inhibition, % at 4 µM; EC50 in µM for titrated hits. 290,000 compounds, 1% hits; in the data active = inhibition mostly above about 36%, no sharp cut-off; inactive = mostly below about 34%;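 also: HEK-293T reporter cells stimulated with the NOD1 agonist gamma-tri-DAP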
NS5 inhibitors: flavivirus cap methylation enzyme inhibition – biochemical, confirmation dose response, primary screen (AID 588689). one-dose inhibition, % at 25 µM; IC50 in µM for titrated hits. 340,000 compounds, 0.3% hits. Dengue-2 NS5 methyltransferase capping enzyme assay, biochemical; higher % means a stronger effect; in the data active = a potency from the dose series
HIV peptide binding: inhibitors of HIV fusion peptide binding, primary screen, biochemical, uHTS, fluorescence dequenching (AID 1986). 290,000 compounds, 0.3% hits. cell-free peptide binding, fluorescence dequenching, 30 min; higher % means a stronger effect. inhibition, % at 20 µM, or IC50 in µM where a hit was titrated; in the data active = inhibition mostly above about 52%, no sharp cut-off; inactive = mostly below about 76%; also: some results filed as inactive read as strong as hits
HEK293 NOD2/NF-kB: NOD2 signaling inhibitors, cell-based, luminescence, uHTS, HEK293 (AID 1566). 290,000 compounds, 0.63% hits. inhibition, % at 4 µM; hits with a dose series show EC50 in µM. HEK293 NOD2/NF-kB luciferase reporter, luminescence; higher % means a stronger effect; also: many of its hits are not listed in these tables
NS5 inhibitors pilot replicate: recorded beside NS5 inhibitors, whose call it bears; inhibition, %; measured here: pilot screen replicate inhibition
The depositor's hits bear a star; i = inactive; nt = not tested or not shown; [ ] = another dose, or the depositor's remark. Rule as the data show it, unless noted: active = inhibition above about 50%; inactive = the rest. An excerpt; rates above refer to the full screens.

SMILES	West Nile antiviral	KOR beta-arrestin-1	AID2073	Yfh1-off respiration	KOR beta-arrestin-2	NOD1 NF-kB reporter	NS5 inhibitors	HIV peptide binding	HEK293 NOD2/NF-kB	others
O=C(NN1C(=O)C2C3C=CC(C4CC34)C2C1=O)c1ccccc1Cl (configuration not stated)	1.2%	4.8%	2%	i	1%	-8%	5%	-0.3%	16%
CCn1cc(-c2cc(C(=O)O)c3ccccc3n2)c(C)n1	0.3%	-2.4%	5%	i	0%	-35%	-8%	3.0%	2%
Cc1ccc(N=CC2=C(O)CC(c3ccccc3Cl)CC2=O)cc1 (configuration not stated)	-0.1%	-0.7%	-2%	i	39%	1%	nt	-1.6%	5%
Cc1sc(NC(=O)CN2CCOCC2)c(C#N)c1C	-0.5%	1.1%	-6%	i	4%	0%	nt	-0.6%	-4%
CCn1cc(CN2CCCC(CO)(Cc3cccc(Cl)c3)C2)cn1 (configuration not stated)	-0.7%	nt	3%	i	-20%[20 µM]	-37%	-4%	0.5%	-11%
Oc1ccc(-c2cn3cc(C(F)(F)F)ccc3n2)cc1	-0.8%	-1.6%	25%	i	nt	-52%	-5%	-1.4%	-112%
CCCNS(=O)(=O)c1ccc(CCC(=O)Nc2ccc3c(c2)OCO3)cc1	0.1%	23%	-4%	i	19%	-4%	-6%	-0.9%	-9%
CCOC(=O)c1cc(COc2cc(Cl)cc(Cl)c2)on1	0.3%	1.2%	9%	i	-52%	4%	nt	0.5%	12%
Cc1cc2c(ncn2C)c(NS(=O)(=O)c2ccc(Cl)cc2)c1C	nt	-4.0%	5%	nt	6%	-58%	-2%	-1.9%	5%
Cc1nc(CC(=O)N/N=C/c2ccc(OCC(=O)O)cc2)cs1	0.3%	2.8%	15%	i	3%	-6%	8%	-2.0%	-7%
CN1CCCCCC1=Nc1ccccc1C#N	0.1%	2.7%	7%	i	2%	-19%	-1%	2.5%	9%
Nc1nn2cc(-c3ccc(Br)cc3)nc2c2ccccc12	0.0%	2.3%	19%	i	-25%	0%	-5%	-2.2%	-171%
CCCC(C)C(=O)Nc1ccc(S(=O)(=O)Nc2nccc(C)n2)cc1 (configuration not stated)	0.0%	3.8%	-2%	i	10%	-20%	nt	-1.9%	21%
C=CCN1C(=O)CS/C1=N\N=C\c1cccc([N+](=O)[O-])c1	-0.3%	-3.1%	20%	i	-10%	-34%	-9%	2.2%	-2%
COc1ccc(C2C(C(C)=O)=C(O)C(=O)N2Cc2ccccc2)c(OC)c1 (configuration not stated)	-0.8%	1.6%	-2%	nt	18%	-7%	0%	-3.9%	1%

Arranged by formula weight (rising): some entries from above
SMILES	West Nile antiviral	KOR beta-arrestin-1	AID2073	Yfh1-off respiration	KOR beta-arrestin-2	NOD1 NF-kB reporter	NS5 inhibitors	HIV peptide binding	HEK293 NOD2/NF-kB	others
Oc1ccc(-c2cn3cc(C(F)(F)F)ccc3n2)cc1	-0.8%	-1.6%	25%	i	nt	-52%	-5%	-1.4%	-112%
Cc1sc(NC(=O)CN2CCOCC2)c(C#N)c1C	-0.5%	1.1%	-6%	i	4%	0%	nt	-0.6%	-4%
C=CCN1C(=O)CS/C1=N\N=C\c1cccc([N+](=O)[O-])c1	-0.3%	-3.1%	20%	i	-10%	-34%	-9%	2.2%	-2%
CCOC(=O)c1cc(COc2cc(Cl)cc(Cl)c2)on1	0.3%	1.2%	9%	i	-52%	4%	nt	0.5%	12%
Cc1nc(CC(=O)N/N=C/c2ccc(OCC(=O)O)cc2)cs1	0.3%	2.8%	15%	i	3%	-6%	8%	-2.0%	-7%
Nc1nn2cc(-c3ccc(Br)cc3)nc2c2ccccc12	0.0%	2.3%	19%	i	-25%	0%	-5%	-2.2%	-171%
Cc1ccc(N=CC2=C(O)CC(c3ccccc3Cl)CC2=O)cc1 (configuration not stated)	-0.1%	-0.7%	-2%	i	39%	1%	nt	-1.6%	5%
O=C(NN1C(=O)C2C3C=CC(C4CC34)C2C1=O)c1ccccc1Cl (configuration not stated)	1.2%	4.8%	2%	i	1%	-8%	5%	-0.3%	16%
CCn1cc(CN2CCCC(CO)(Cc3cccc(Cl)c3)C2)cn1 (configuration not stated)	-0.7%	nt	3%	i	-20%[20 µM]	-37%	-4%	0.5%	-11%
Cc1cc2c(ncn2C)c(NS(=O)(=O)c2ccc(Cl)cc2)c1C	nt	-4.0%	5%	nt	6%	-58%	-2%	-1.9%	5%
CCCNS(=O)(=O)c1ccc(CCC(=O)Nc2ccc3c(c2)OCO3)cc1	0.1%	23%	-4%	i	19%	-4%	-6%	-0.9%	-9%

Further structures:
SMILES	West Nile antiviral	KOR beta-arrestin-1	AID2073	Yfh1-off respiration	KOR beta-arrestin-2	NOD1 NF-kB reporter	NS5 inhibitors	HIV peptide binding	HEK293 NOD2/NF-kB	others
Cc1c(-c2cc(Br)ccc2O)nc2cc3c(cc2c1C)OCO3	0.2%	-3.2%	14%	nt	-31%	5%	1%	0.6%	8%
O=C(Nc1ccc(F)cc1F)C1CCCN1S(=O)(=O)c1cccc2nsnc12 (configuration not stated)	-0.9%	-1.6%	2%	nt	-9%	-12%	0%	-0.6%	10%
CCOC(=O)[C@@H]1[C@H]2COc3ccc(Br)cc3[C@H]2N2C(=O)N(c3cccc(F)c3)C(=O)[C@]12C	-1.7%	-1.7%	-3%	nt	16%[20 µM]	-5%	-7%	1.1%	-1%
CNC(=O)c1ccc(NC(=O)Nc2ccccc2)cc1	-0.3%	-2.0%	10%	nt	5%[20 µM]	-15%	-9%	-0.1%	-17%	NS5 inhibitors pilot replicate=-15
Cc1cccc(C(=O)Nc2ccc(C(=O)N3CCCCC3C)cc2)c1 (configuration not stated)	-0.7%	-3.1%	6%	nt	12%	-10%	13%	-0.4%	15%
COCCCNCC#CCOc1ccc(OC)cc1	0.2%	-1.0%	-10%	i	-47%[20 µM]	-29%	-3%	1.4%	-11%
CCOC(=O)C1=C(C)N(CCCC(=O)O)C(=O)NC1c1ccccc1OS(=O)(=O)c1ccc(C)cc1 (configuration not stated)	-0.3%	-0.6%	-1%	i	18%	-48%	-11%	8.7%	5%
COC(=O)CCSc1cc(NCCOC(C)=O)c([N+](=O)[O-])c2nonc12	-0.6%	5.3%	-17%	i	12%	7%	4%	1.3%	10%
CC1(C)NC(=O)N(CCOc2ccc([N+](=O)[O-])cc2)C1=O	-0.4%	-0.4%	-6%	i	2%	-27%	-9%	0.5%	4%
CC(Sc1ncc(C(F)(F)F)cc1Cl)C(=O)NC(N)=O (configuration not stated)	-0.1%	-1.6%	5%	i	10%	-35%	5%	0.3%	10%
CCc1ccc(S(=O)(=O)N2CCN(C(=O)C3CCN(C(C)=O)CC3)CC2)cc1	-0.1%	-3.1%	8%	nt	8%	-14%	0%	-1.1%	-1%
COc1ccc(CN2CCOCC2)cc1OC	0.5%	4.9%	12%	i	4%	-62%	1%	2.6%	-6%
CSCCC(NS(=O)(=O)c1ccc(Cl)cc1)C(=O)OCc1cccc(Cl)c1 (configuration not stated)	-0.6%	0.4%	16%	i	nt	1%	0%	3.2%	4%
Cc1ccc(/C=C/C(=O)NC2CCCCCCC2)o1	-0.8%	1.7%	20%	i	-3%	-31%	12%	7.4%	-23%
CCOC(=O)c1ccccc1NC(=O)c1ccc(N(C)S(C)(=O)=O)cc1	0.0%	0.8%	3%	i	24%	-21%	-6%	-2.8%	8%
CC(C)CNC(=O)CN(c1ccccc1)S(=O)(=O)c1ccccc1[N+](=O)[O-]	-1.0%	2.3%	4%	nt	-25%	-19%	-11%	-0.6%	-11%
COc1ccc(NS(=O)(=O)c2ccc3c(c2)oc(=O)n3C)cc1Cl	0.0%	-3.1%	8%	nt	-7%	-6%	-13%	-1.9%	18%
CSc1ccc(Cl)c(C(=O)NCc2ccco2)c1	-0.1%	4.1%	-3%	i	-6%	1%	1%	-2.1%	-13%
Cc1cc(C)c(NC(=O)c2ccc(S(=O)(=O)N3CCOCC3)cc2)c(C)c1	0.1%	-0.9%	1%	i	-28%	-14%	-1%	0.8%	2%
COC(=O)c1cc(-c2ccc(Br)cc2)on1	nt	0.2%	-6%	nt	13%	-4%	-1%	2.9%	6%
CCOc1ccc(NC(=O)CSc2ncn[nH]2)cc1	2.0%	-0.6%	9%	nt	-6%	-15%	-5%	0.4%	-7%
COc1cc(C(=O)NC(=S)NNC(=O)[C@H]2C[C@@H]2c2ccccc2)cc(OC)c1OC	-0.7%	-5.4%	-34%	i	13%	1%	-12%	3.8%	-8%
CCOc1cc2[nH]c(=O)n(CCCN3CCCC3=O)c(=O)c2cc1OCC	-0.5%	-1.1%	-6%	i	1%	0%	-4%	2.0%	10%
c1ccc(CCNc2nc(-c3ccccn3)nc3ccccc23)cc1	1.3%	3.5%	4%	i	-42%	4%	-9%	-0.4%	-13%
CCOC(=O)c1csc(NC(=O)c2cc(OC)c(OC)c(OC)c2)n1	1.7%	-0.6%	4%	i	4%	1%	-1%	-1.5%	-8%
Cc1cc(-c2nnc(SCC(=O)Nc3nc(-c4ccccc4)cs3)o2)no1	0.1%	-0.7%	40%	i	7%	-1%	2%	11%	22%
O=C(Cc1ccc(-n2c(=O)c3sccc3n(CC(=O)Nc3ccccc3F)c2=O)cc1)NCc1ccco1	0.1%	-7.0%	0%	i	-10%	-24%	-5%	1.4%	13%
CCOC(=O)C1NN=C(C(=O)c2ccc(C)cc2)C1c1ccc(C)cc1 (configuration not stated)	-0.9%	-0.9%	0%	i	-4%	18%	-1%	-0.6%	25%
Cc1sc2nc(C(C)(C)C)oc(=O)c2c1C	0.3%	-0.5%	0%	i	31%	-20%	1%	1.9%	8%
Cc1coc2c1c(C)cc1oc(=O)c(CC(=O)N[C@H](C(=O)O)C(C)C)c(C)c12	0.3%	3.5%	38%	nt	6%	-9%	-1%	2.7%	7%
CCCCCCC1CC(CC(=O)Nc2ccc([N+](=O)[O-])cc2)C(=O)O1 (configuration not stated)	-0.4%	-3.2%	7%	i	30%	-38%	1%	0.4%	-78%
O/N=C1/CCSc2ccccc21	-0.3%	7.6%	3%	i	-24%	-4%	-4%	-1.8%	16%
O=c1c2ccccc2nc(SCc2ccc([N+](=O)[O-])cc2)n1CCCO	-0.7%	0.2%	13%	i	-7%	-34%	3%	-1.3%	-4%
CSc1nc(-c2ccccc2)nn1S(=O)(=O)c1ccccc1	0.1%	3.9%	4%	i	-39%	-7%	2%	0.2%	-3%
Cc1ccc(NC(=O)c2ccc(OC(=O)COc3ccc(Cl)c(C)c3)cc2)cc1	0.2%	-1.1%	6%	i	-28%	-25%	-4%	-0.6%	-68%
COc1cc2ccccc2cc1C(=O)Nc1ccc(O)cc1	-1.3%	0.1%	42%	nt	-40%	-26%	12%	3.2%	-55%
O=C(NCC1CCCO1)C(=O)NCC(c1ccco1)N1CCN(c2ccccc2F)CC1 (configuration not stated)	-0.9%	5.8%	5%	i	17%	5%	1%	-1.4%	4%
